# From PubChem BioAssay
# TGFb inhibitor: TGF-b pathway inhibition; HepG2 CAGA-GFP TGF-b/SMAD3 reporter, GFP fluorescence, 18 h; TGF-beta stimulated, 500 pg/mL final; 410,000 compounds, 1.2% hits; Potency, µM (top dose mostly 46.1 µM), for the others: top-dose activity, negative = inhibition, hits mostly inhibitors; note: potency is the fitted concentration of half-maximal effect; % is set by controls: 0 for no effect and ±100 for the full control effect; nearly all actives have a fitted effect of over 65% in size
#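 Cell-based qHTS in HEPG2 carrying a CAGA-GFP Smad reporter; compounds added before 500 pg/mL final TGF-beta, 18 h incubation at 37 degrees C, GFP fluorescence quantified per cell by imaging cytometry.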
# Nrf2 inh: blocks Nrf2 signaling | 360,000 compounds, 2.1% hits | A549 ARE-Fluc reporter, luciferase luminescence, 18-24 h | Potency, µM (top dose mostly 46 µM), without a hit: at the highest dose activity change, negative = inhibition, hits mostly inhibitors; note: potency is the fitted concentration of half-maximal effect; % is set by controls: 0 for no effect and ±100 for the full control effect; nearly all actives have a fitted effect of over 60% in size
#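 Quantitative HTS in A549 cells stably bearing an antioxidant response element-firefly luciferase construct. Inhibition of Nrf2-driven transcription was scored by luminescence after 18-24 h of compound exposure at 37 °C.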
# Nrf2 ARE act: Nrf2 pathway activation | AREc32 ARE-luciferase reporter (MCF7-derived line), luminescence, 24 h | Potency, µM (highest dose often 46.1 µM), without a hit: at the highest dose activation, most hits filed as activators | 410,000 compounds, 0.31% hits | AID 624171; note: potency is the fitted concentration of half-maximal effect; % of control where 0% means no effect; nearly all actives have a fitted effect of over 65% in size
#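 Reporter line AREc32 (ARE-Fluc), seeded overnight in OPTI-MEM with 5% FBS; compound pin-transferred, 24 hr at 37 deg C, 5% CO2; luminescent read-out.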
# A549 viability: kills or reduces viability of A549 cells in Nrf2 counter-screen; A549 ARE-Fluc cells, CellTiter-Fluor viability, 18-24 h; Potency, µM (series often up to 46 µM), for inactives: top-dose activity change, negative = cytotoxicity, usual class: inhibitors; 390,000 compounds, 0.16% hits; note: potency is the fitted concentration of half-maximal effect; % is set by controls: 0 for no effect and ±100 for the full control effect
#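 A549 ARE_Fluc cells in 5% FBS OPTI-MEM were exposed to compounds in concentration-response for 18-24 h at 37 deg C. Viability was read by CellTiter-Fluor fluorescence (Ex 405/Em 525) after 30 min, before the luciferase read.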
# IL1B secr inh: inflammasome signaling inhibition, IL-1 beta readout; THP-1 LPS/ATP IL-1B secretion, AlphaLISA, 16 h; hits give low values; activity change, % at 57.5 µM; 360,000 compounds, 4.7% hits; AID 743279; in the data active = activity change below about -50%; inconclusive = mostly about -30% to -49%; note: % is set by controls: 0 for no effect and ±100 for the full control effect
#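 THP-1 cells pretreated 1 hr with compounds (up to 57.5 uM final), then stimulated with LPS (250 ng/mL final) plus ATP (1.25 mM final); secreted IL-1B measured by AlphaLISA after 16 hr, decreased signal indicating inhibition.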
# MCF10A rereplic: DNA re-replication induction in MCF 10a cells; MCF 10A DNA re-replication, Hoechst nuclear intensity, 48 h; Potency, µM (highest dose often 46.1 µM), inactives show at the top dose activity, positive = re-replication, usual class: activators; 350,000 compounds, 2.9% hits; note: potency is the fitted concentration of half-maximal effect; % of control where 0% means no effect; nearly all actives have a fitted effect of over 50% in size
# S2 tox: viability counter-screen for ATXN expression inhibitors. AID 651635. 400,000 compounds, 0.49% hits. Potency, µM (top dose mostly 56.7 µM), most hits filed as cytotoxic. S2 cells (HEK-293 line with an ATXN2-luciferase reporter) viability, CellTiter-Fluor protease fluorescence, 24 h; note: potency is the fitted concentration of half-maximal effect; nearly all actives have a fitted effect of over 40% in size
# ATXN2 expr inh: reduces ATXN2 reporter expression in HEK-293 cells; HEK-293 ATXN2-luciferase reporter, luminescence, 24 h; Potency, µM (top dose mostly 57 µM), for the others: top-dose activity change, negative = inhibition, most hits filed as inhibitors; 360,000 compounds, 0.72% hits; AID 1745845; note: potency is the fitted concentration of half-maximal effect; % is set by controls: 0 for no effect and ±100 for the full control effect; nearly all actives have a fitted effect of over 55% in size
#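 qHTS (up to 57 uM final) was run with 24 h compound exposure of reporter cells at 37 °C. Each well was multiplexed: SteadyGlo luminescence measured ATXN2-luciferase expression after a fluorogenic Gly-Phe-AFC viability readout (25 uM final).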
# HepG2 viability: counter-screen for TGF-b inhibitors: cytotoxicity in HepG2 cells | 410,000 compounds, 0.76% hits | AID 588856 | Potency, µM (series often up to 46.1 µM), for inactives: top-dose activity change, negative = cytotoxicity, actives largely listed as cytotoxic | HepG2 CAGA-GFP viability, ATP luminescence, 18 h; note: potency is the fitted concentration of half-maximal effect; some results filed as inactive show a strong effect at the top dose
#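 HepG2 CAGA-GFP cells (1000/well, DMEM with 1% FBS) received compound, then TGF-beta at 500 pg/mL final, and were incubated 18 hours at 37 degrees C. Viability was read by CellTiter-Glo luminescence. Media-only wells were set as complete cell-killing and DMSO as no toxicity.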
# * hit, by the source's call; i = inactive; ? = inconclusive; · = no result given; & = joins results of further samples; [ ] = another dose, or the depositor's remark. Unless noted, calls come from the whole dose curve; as a rule, active = well fitted curve in the direction sought with a large enough effect; inconclusive = small, poorly fitted or top-dose-only effect, or another doubt; inactive = no such curve, though single readings can be large; an effect the other way counts as inactive or inconclusive.
SMILES,TGFb inhibitor,Nrf2 inh,Nrf2 ARE act,A549 viability,IL1B secr inh,MCF10A rereplic,S2 tox,ATXN2 expr inh,HepG2 viability
CCCCNc1ncnc2c1nnn2Cc1ccccc1Cl,6%,2%,0.0%,-3%,2,?,?,14%,0%
Cc1cc(=O)cc(C)n1-c1ccc(Cl)c(Cl)c1,4%,6%,0.1%,2%,6,2%,i,2%,12%
CCOC(=O)c1c(Nc2ccc(Cl)cc2)sc(/C=C2\C=Nc3ccccc32)c1O,-2%,1.5µM*,0.3%,-7%[1.84 µM],-7,?,?,?,-1%
COC(=O)c1c(C(=O)OC)c2ccccn2c1C(=O)c1ccccc1,5%,-14%,-0.9%,-11%,19,-1%,?,-9%,1%
CC(=O)NCCc1nc2cc(NC(=O)c3ccc(Cl)cc3)ccc2n1C,-11%,-8%,-0.6%,-1%,20,0%,i,·,-13%
CN(C)c1ccc(CNC(=O)c2ccc(NC(=O)c3nsc4ccccc34)cc2)cc1,18%,·,-1.0%,-9%,·,·,i,96%[activator],-18%
S=C1SCN(Cc2ccccc2)CN1Cc1ccco1,10%,·,7.5%,·,19,·,i,·,4%
CCOc1ccc2[nH]c(=O)c(C(c3nnnn3Cc3ccco3)N3CCCC(C)C3)cc2c1 (stereo not given),27%,·,0.0%,1%,-18,?,i,27%,-10%
CCOC(=O)N1CCN(C(=O)c2ccc3c(c2)N(C)C(=O)/C(=C\c2ccc(OCC)c(OC)c2)S3)CC1,?,-82%,5.3%,0%,?,?,i,-38%,-13%
Cc1cccc(OCCOc2ccccc2C=C(C#N)C#N)c1,10µM*,1%,3.0%[9.22 µM],-3%,?,?,?,3%,-83%
Cc1cc(C)c[n+](CC(=O)c2ccc(-c3ccccc3)cc2)c1,?,?,-0.5%[9.22 µM],0%,-7,?,i,?,-41%
O=C(NCCc1ccc2c(c1)OCCO2)c1ccc([N+](=O)[O-])cc1Cl,-8%,-6%,4.7%,0%,-9,1%,i,·,-5%

# Grouped by structure: those above with four or more nitrogen atoms.
SMILES,TGFb inhibitor,Nrf2 inh,Nrf2 ARE act,A549 viability,IL1B secr inh,MCF10A rereplic,S2 tox,ATXN2 expr inh,HepG2 viability
CCCCNc1ncnc2c1nnn2Cc1ccccc1Cl,6%,2%,0.0%,-3%,2,?,?,14%,0%
CC(=O)NCCc1nc2cc(NC(=O)c3ccc(Cl)cc3)ccc2n1C,-11%,-8%,-0.6%,-1%,20,0%,i,·,-13%
CN(C)c1ccc(CNC(=O)c2ccc(NC(=O)c3nsc4ccccc34)cc2)cc1,18%,·,-1.0%,-9%,·,·,i,96%[activator],-18%
CCOc1ccc2[nH]c(=O)c(C(c3nnnn3Cc3ccco3)N3CCCC(C)C3)cc2c1 (stereo not given),27%,·,0.0%,1%,-18,?,i,27%,-10%

# Next section.
SMILES,TGFb inhibitor,Nrf2 inh,Nrf2 ARE act,A549 viability,IL1B secr inh,MCF10A rereplic,S2 tox,ATXN2 expr inh,HepG2 viability
COc1ccc(NC(=O)C(=O)N/N=C/c2cccnc2)cc1,-3%,18%,-1.0%,1%,2,0%,i,-4%,1%
O=C(c1ccco1)N1CCN(C(=O)C2CC(c3ccc(Cl)c(Cl)c3)=NO2)CC1 (stereo not given),-1%,-21%,1.8%,-2%,-6,19%,i,3%,0%
Cn1nc(C(=O)NCc2cccnc2)c2ccccc2c1=O,18%,-4%,-0.6%,1%,11,9%,i,20%,9%
CSc1nc(-c2ccccc2)cc(C)c1C#N,-1%,-1%,?,6%,0,-2%,i,·,0%
O=C(CCNC(=O)c1ccc(Cl)cc1)Nc1cccc(S(=O)(=O)N2CCCCC2)c1,-7%,-19%,-0.1%,0%,-13,-2%,?,-4%,5%
CC(C)COc1ccc(C(=O)Nc2ccc(N3CCOCC3)cc2N2CCOCC2)cc1,-3%,-11%,-1.0%,-4%,-12,13%,i,6%,9%
Cc1ccccc1C(=O)N1CCN(c2ccc(NC(=O)c3ccco3)cc2Cl)CC1,?,?,-0.9%,-10%,-89*,?,?,32µM*,-20%
CCOc1ccc(N2C(=O)CC(SC(=NC)Nc3ccc(F)cc3)C2=O)cc1 (stereo not given),-6%,1%,-0.4%,-2%,12,-3%,i,2%,5%
CN(CC(=O)Nc1ccc(F)cc1)C(=O)CCc1nc2ccccc2c(=O)[nH]1,-21%,-10%,0.1%,6%,22,0%,i,-2%,-1%
O=C(COc1ccc(Br)cc1)NC(=S)Nc1ccccc1N1CCOCC1,?,5%,2.1%,7%,0,-1%,i,-4%,10%
CC(C)Oc1cc(NC(=O)CS(=O)(=O)CC(=O)N(C)C)c(Cl)cc1Cl,0%,16%,3.0%,0%,0,5%,i,-15%,11%
CCNc1ccc(S(=O)(=O)N2CCOCC2)cc1NCC(=O)Nc1cccc(Br)c1,?,·,0.6%,·,-14,·,i,·,-13%
CN1CCN(S(=O)(=O)c2ccc(N(C)Cc3ccc(OC(F)F)cc3)c([N+](=O)[O-])c2)CC1,-2%,?,3.9%,-1%,?,?,i,-16%,-15%
NC(=O)CCC(NS(=O)(=O)c1ccc(Cl)cc1)C(=O)NCC1CCCCC1 (stereo not given),27%,0%,0.2%,-2%,-6,-9%,i,-17%,13%
Cc1cccc(C)c1NC(=O)c1ccc2sc([C@H]3C[C@H](O)[C@@H](CO)O3)nc2c1,16%,·,0.4%,·,10,·,i,10%,8%
N#Cc1ccc(NC(=O)c2cc(-c3cccs3)on2)cc1,18%,19%,4.3%,10%,15,?,i,-19%,-3%
CCOC(=O)c1ccc(N2C(=O)c3[nH]nc(-c4ccc(OC)cc4)c3C2c2cccc(O)c2)cc1 (stereo not given),16µM*,?,-4.1%,-28%,·,·,·,?,10µM*
CCn1ccc2c(OCC(=O)Nc3ccc(C(C)=O)cc3)cccc2c1=O,-21%,·,0.2%,-3%,·,·,i,-5%,-14%
NNC(=O)c1cc(-c2ccc(O)cc2)nc2ccc(Br)cc12,?,0%,5.1%,10%,-9,?,i,·,-121%
C=CCNC(=O)NC(=O)COC(=O)CCCSc1nc2ccccc2[nH]1,11%,?,-0.3%,27%,20,6%,i,2%,3%
Cc1cc(C(=O)CN2C(=O)NC3(CCCc4sccc43)C2=O)c(C)n1-c1ccccc1 (stereo not given),12%,?,5.6%,-5%,?,21%,i,20%,-13%
O=C(Cn1nc(Cc2cccnc2)c2ccccc2c1=O)Nc1cccc(C(F)(F)F)c1,?,?,-0.1%,-1%,·,·,·,·,-27%
COCC(=O)N1CCN(c2nc3ccccc3o2)CC1,1%,7%,0.1%,2%,22,0%,i,1%,-1%
COc1cccc(C2=C(C(C)=O)Sc3nncn3N2C(C)=O)c1,?,·,23%,-11%,·,·,·,·,-75%
CN(C(=O)c1ccc(NC(=O)Cc2ccc(NC(=O)C3CCCN(C(=O)CCc4ccccc4)C3)cc2)cc1)C1CCCC1 (stereo not given),-22%,23µM*,3.6%,-6%,-8,?,?,-23%,0%
COc1nc(-c2ccc(C)cc2)ccc1-c1noc(-c2cccnc2)n1,0%&4%,?,1.8%,8%&0%,-14,21µM*,i,-7%,3%&-9%
CC(=O)Nc1ccc(Nc2ncnc3c2cnn3-c2ccc(C)cc2C)cc1,5%,?,-0.2%,0%,?,20%,i,-1%,1%
Cc1ccc(C(=O)COC(=O)c2cc(=O)[nH]c3ccccc23)cc1C,-1%,-18%,0.2%,2%,26,?,i,21%,0%
CCOC1=C2[C@@H](CN(S(=O)(=O)c3ccc(C)cc3)[C@H]2c2ccccc2Cl)[C@H]2C(=O)N(Cc3ccccc3)C(=O)[C@H]2C1,?,·,0.3%,·,-15,·,?,-20%,-13%
COc1ccccc1C(=O)NCCC(=O)NCc1cccnc1,7%,3%,0.4%,-1%,22,-6%,i,·,-16%
COc1ccc(OCC(O)CNC(=O)c2ccccc2)cc1 (stereo not given),-6%,-26%,-0.2%,7%,12,1%,i,·,-53%
CNC(=O)N(C1=NCCCCC1)c1ccc(Br)cc1,-33%,13%,0.2%,-2%,21,6%,i,3%,-10%
Cc1ccc2nc3c(c(N)c2c1)CCN3C,-4%,15%,5.7%,2%,?,23µM*,i,-23%,-27%
COc1ccc(NC(=O)CSc2nnc(Cc3ccccc3)c(=O)n2N)cc1OC,-2%,2%,-0.1%,-1%,-23,28%,i,15%,10%
C=CCn1c(NC)cc(=O)n(C)c1=O,-7%,-13%,-0.1%,-9%,-6,0%,i,4%,-2%
COC(=O)c1ccc(NC(=O)CSc2nnc(C(C)NC(=O)c3ccccc3Cl)n2C)cc1 (stereo not given),-3%,-16%,-0.6%,-2%,3,-4%,i,-3%,-7%
O=C(NC1CCCC1)C(c1ccccc1F)N(C(=O)c1ccco1)C1CCCC1 (stereo not given),-27%,-9%,-0.7%,-3%,-19,0%,i,-9%,-32%
COc1ccc2cc(-c3nc(Cl)c4c5c(sc4n3)CC(C)CC5)c(=O)oc2c1 (stereo not given),325%[activator],8%,-1.4%,-3%,·,·,i,2%,4%
O=C(Nc1ccccc1[N+](=O)[O-])c1cc(S(=O)(=O)Nc2ccccn2)ccc1Cl,-16%,-12%,-0.4%,-1%,44,10%,i,-6%,-1%
Cc1cc(C)c(S(=O)(=O)NCc2ccc3c(c2)CCN3C(=O)c2ccccc2)c(C)c1,?,·,2.4%,-15%,·,·,·,·,-20%
O=C(O)c1ccccc1C(=O)NC1CCN(c2nccc(C(F)(F)F)n2)CC1,4%,-4%,-0.3%,-3%,28,-31%[inhibitor],i,7%,-20%
COc1ccc(/C=C2/SC(=S)N(CCC(=O)Nc3cccnc3)C2=O)cc1OC,4%,·,0.1%,·,10,·,?,·,0%
O=C(COc1coc(CN2CCc3ccccc32)cc1=O)Nc1ccc([N+](=O)[O-])cc1,-19%,-13%,-0.1%,-7%,17,-1%,i,-7%,-9%
O=C(c1cn(Cc2ccccc2)nc1-c1cccnc1)N1CCc2ccccc2C1,-20%,-12%,-0.7%,-6%,-4,4%,?,10%,6%
